Bioassay records as filed in PubChem.
GlmU inhibition: inhibition of mycobacterial GlmU enzyme – biochemical, glucosamine-1-phosphate acetyltransferase (AID 1376); M. tuberculosis GlmU acetyltransferase enzyme assay; higher % means a stronger effect; one-dose inhibition, %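 (tested at 30 µM in the primary screen)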; IC50 in µM for titrated hits; 220,000 tested, 0.25% active; in the data active = inhibition above about 13%;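 note: 0% = complete reaction with vehicle and 100% = reaction without substrate; strong numbers were not always called active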
RmlCD inh 1536: inhibitors of Mycobacterium tuberculosis RmlC and RmlD coupled enzymes; P9WH09+P9WH11; RmlC+RmlD coupled enzyme assay, percent inhibition; primary screen in compound mixtures; inhibition, % at 3.6 µM; 160,000 tested, 0.03% active; in the data active = inhibition mostly above about 34%, no sharp cut-off; note: some results filed as inactive read as strong as hits
Target sequence (P9WH09 whole entry, looked up): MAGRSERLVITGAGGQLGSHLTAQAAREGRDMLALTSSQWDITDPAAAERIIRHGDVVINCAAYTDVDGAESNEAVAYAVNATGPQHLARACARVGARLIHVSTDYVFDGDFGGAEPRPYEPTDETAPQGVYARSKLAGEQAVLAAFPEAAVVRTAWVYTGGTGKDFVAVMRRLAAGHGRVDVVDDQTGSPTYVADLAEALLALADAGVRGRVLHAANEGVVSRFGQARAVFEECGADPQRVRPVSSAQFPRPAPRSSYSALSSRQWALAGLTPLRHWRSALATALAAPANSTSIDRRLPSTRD
Target sequence (P9WH11 whole entry, looked up): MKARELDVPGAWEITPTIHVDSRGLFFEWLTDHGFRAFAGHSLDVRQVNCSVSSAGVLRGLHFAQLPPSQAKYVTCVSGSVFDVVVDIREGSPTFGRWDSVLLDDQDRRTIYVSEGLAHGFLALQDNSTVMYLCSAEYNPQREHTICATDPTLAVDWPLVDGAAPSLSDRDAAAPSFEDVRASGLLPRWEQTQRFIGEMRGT
* hit, by the source's call; . = not tested or not shown; & = joins results of further samples. A portion of the library; the hit share may differ from the screen's.

The first two records (preview)
canonical_smiles | GlmU inhibition | RmlCD inh 1536
CC(C)CCC(C(=O)O)C(C)CC(=O)NNC(=O)c1ccco1 (stereo not given) | 2.3%&5.5% | -2.4&12.9
COCCCn1c(N)c(-c2nc3ccccc3n2C)c2nc3ccccc3nc21 | 3.3% | 8.1

This part in full (from the top)
canonical_smiles | GlmU inhibition | RmlCD inh 1536
CC(C)CCC(C(=O)O)C(C)CC(=O)NNC(=O)c1ccco1 (stereo not given) | 2.3%&5.5% | -2.4&12.9
COCCCn1c(N)c(-c2nc3ccccc3n2C)c2nc3ccccc3nc21 | 3.3% | 8.1
CC(=O)OCC(=O)c1c[nH]c2ccccc12 | -2.1% | 5.3
CCCc1cc2c(=O)c(-c3cscn3)c(C(=O)OCC)oc2cc1O | -5.3% | .
COc1ccc(-c2csc3nc(C(C)C)oc(=O)c23)cc1OC | -0.5% | 7.8
O=C(O)C1CC(=O)N(c2ccc(F)c(F)c2)C1 (stereo not given) | 0.9% | -10.0
Cc1noc(C)c1CSc1nc2sc(C)c(C)c2c(=O)n1C1CCCC1 | 1.4% | -5.1
O=C(NCCc1ccccc1)C(=O)NCC1OCCN1S(=O)(=O)c1ccc(Cl)cc1 (stereo not given) | 0.8% | 3.1
CN(C)S(=O)(=O)c1ccc(C(=O)Nc2ccccn2)cc1 | 4.2% | -5.6
O=C(NCC1CCCO1)C(=O)NCC(c1ccco1)N1CCN(c2ccccc2F)CC1 (stereo not given) | 9.2% | 3.5
CCOC(=O)c1c(NC(=O)CN2CCCCC2)sc2c1CCC(C=O)=C2Cl | -2.0% | .
CC1CCCN(c2ccc(C(=O)NCc3ccco3)cc2[N+](=O)[O-])C1 (stereo not given) | -0.2% | -8.3
CCOC(=O)c1ccc(NC(=O)C2CCN(S(=O)(=O)c3ccccc3)CC2)cc1 | 0.6% | .
COCCn1c(C)cc(C(=O)CSc2cc(C)c3ccc(OC)cc3n2)c1C | -2.0% | -6.5
CCOC(=O)N1CCC(NC(=O)c2sc3nc4n(c(=O)c3c2C)CCCC4)CC1 | -1.5% | 13.8

Other structures follow.
canonical_smiles | GlmU inhibition | RmlCD inh 1536
CNC(=O)/C(C#N)=C/c1ccc(-c2ccc(OC)cc2[N+](=O)[O-])o1 | -2.7% | -1.7
Cc1ccc(S(=O)(=O)Nc2ccccc2CNc2ccc(Br)cn2)cc1 | 0.7% | -8.3
Cc1ccc(S(=O)(=O)N2C(=O)C(C)SC2=Nc2ccccc2)cc1 (stereo not given) | -4.8% | 16.3
Clc1nc(-c2n[nH]nc2Cl)n[nH]1 | 0.6% | -0.5
COc1ccccc1Nc1nc(=O)[nH]nc1C | 0.3% | 7.3
Cc1cccc2cc(/C=N/NC(=O)c3ccccc3O)c(Cl)nc12 | -0.1% | 4.2
Cc1ccc(O)c(-c2cc(C(=O)NCc3ccc4c(c3)OCO4)[nH]n2)c1 | -4.0% | .
CCC(Cc1ccccc1)n1c(=S)[nH]c2ccccc2c1=O (stereo not given) | 6.3% | -5.0
CCN(C(=O)COC(=O)c1cc(-c2ccccc2)nc2c1c(C)nn2-c1ccccc1)C1CCS(=O)(=O)C1 (stereo not given) | 2.6% | 11.0
CN(NC(=O)COc1ccccc1)c1ccccc1 | -0.7% | 9.9
Oc1ccc(-c2cn3cc(C(F)(F)F)ccc3n2)cc1 | 2.8% | -8.0
COc1ccc(OC)c(-c2c3c([nH]c(=S)c2C#N)CCCC3)c1 | 1.6% | .
CCn1nc(NC(=O)c2ccncc2)c2cc3ccc(C)cc3nc21 | -2.5% | 107.5
Cn1nccc1CNC(=O)c1c(Cl)cnn1C | -5.1% | .
CCOC(=O)c1sc2nc(N3CCOCC3)c3c(c2c1N)CCN(Cc1ccccc1)C3 | 0.7% | 42.5

Other results follow.
canonical_smiles | GlmU inhibition | RmlCD inh 1536
COc1ccc(C(=O)NNC(=O)CSc2nnc(-c3cccnc3)o2)cc1 | 4.4% | -10.6
CC(=O)Nc1c(C(N)=O)oc2ccc(Cl)cc12 | -3.3% | -4.9
CC(CCc1ccccc1)NC(=O)CN1CCN(Cc2ccccc2)C1=O (stereo not given) | -2.3% | 4.4
CCN(CC)CCN1C(=O)C(O)=C(C(=O)c2sc(C)nc2C)C1c1cccnc1 (stereo not given) | -1.8% | 11.7
CC(C)NC(=O)c1cccc(Cn2cc(Cl)cn2)c1 | 2.2% | .
CC(=O)c1ccc(NC(=O)/C(=C\c2ccccc2)NC(=O)c2ccco2)cc1 | -3.9% | -10.2
Cc1ccc(O)c(C2=NNC(c3ccc(Cl)cc3)C2)c1 (stereo not given) | -0.1% | 6.2
COc1ccc(/C=C(/NC(=O)c2cccc([N+](=O)[O-])c2)C(=O)O)cc1 | 2.8% | 3.3
Cc1cc(Cl)c(OCCCN2CCCCC2)c(Br)c1 | 0.6% | -8.2
CCC(=O)Nc1cc2nn(-c3ccc(OC)cc3)nc2cc1C | -2.2% | .
COc1ccccc1CNC(=O)c1ccc(SC)cc1OC | 10.1% | -4.6
Cc1ccc(Cn2c(SCC(=O)NCC3CCCO3)nc3c2c(=O)n(C)c(=O)n3C)cc1 (stereo not given) | 2.4% | 0.5
CCCn1nnc(NC(=O)c2cc(Br)cc(Br)c2OC)n1 | -2.6% | .
CC(C(=O)N1CCc2ccccc2C1)N1C(=O)c2ccccc2C1=O (stereo not given) | -5.0% | 11.8
COc1ccc(CCn2c(-c3ccc(C(C)(C)C)cc3)n[nH]c2=S)cc1OC | 1.6% | -6.6

(list continues)
canonical_smiles | GlmU inhibition | RmlCD inh 1536
CCCCC1(C)NC(=O)c2c(C)sc(C(=O)OCC)c2N1 (stereo not given) | 2.0% | .
C=CCNc1nnc(C)c2ccccc12 | 3.0% | -0.3
CCOc1ccccc1OCC(=O)NCc1ccco1 | -5.3% | -7.0
O=C(Nc1cccc(CCc2ccccn2)c1)c1ccc(Cl)cc1 | -6.7% | 11.4
CCOC(=O)c1c(-c2ccccc2)nc2ccccn12 | 1.2% | -6.6
Cc1ccc(N(Cc2cc(=O)[nH]c3ccccc23)C(=O)C(C)C)cc1 | 0.2% | -11.3
O=C(NCc1ccccc1)C1=C[C@@H](c2csc3ccccc23)C[C@@H](OCc2ccc(CO)cc2)O1 | 1.4% | .
COc1cccc(/C=C/c2ccc3ccccc3n2)c1OC(C)=O | 7.7% | .
CCn1c(C(=O)N2CCC(C(=O)N3CCN(c4ccccn4)CC3)CC2)cc2sccc21 | 2.7% | .
CC(Sc1ncc(C(F)(F)F)cc1Cl)C(=O)NC(N)=O (stereo not given) | -5.2% | -6.7
O=C(COc1ccc(/C=N/NS(=O)(=O)c2ccccc2)cc1)N1CCOCC1 | 1.5% | 1.9
O=C1CSC(=S)N1/N=C/c1ccc(O)c(O)c1O | 7.79µM* | -9.2
N#C/C(=C\c1ccc[nH]1)C(=O)N1CCCCC1 | 1.7% | -11.5
COC(=O)c1cc2ccsc2n1CC(=O)N(C)c1ccccc1 | -3.0% | 4.8
CCOC(=O)CN1CC23C=CC(O2)C(C(=O)NC2CCCCC2)C3C1=O (stereo not given) | 0.0% | -13.6

Continued.
canonical_smiles | GlmU inhibition | RmlCD inh 1536
CCSc1ccccc1C(=O)N1CCN(c2ccc([N+](=O)[O-])cc2)CC1 | -0.8% | .
CCOc1cc(NC(=S)NCCCOC)c(OCC)cc1NC(=O)c1cccs1 | 2.6% | .
O=C(CCC1CCCCC1)Nc1ncn[nH]1 | 1.6% | .
COc1ccccc1NC(=O)CCN1CC(C)OC(C)C1 (stereo not given) | 3.1% | .
COc1ccc(C(=O)/C(=C/c2cccs2)c2nc3ccccc3o2)cc1 | 4.7% | .
CCOC(=O)c1c(N)c(C#N)c2n1CCCCC2 | -6.2% | 17.7
Cc1cccc(-n2c(C)nc3cc(C(=O)N4CCC5(CC4)OCCO5)ccc32)c1 | -0.8% | 5.5
O=S1(=O)CCC(NC(=S)N2CCCCCC2)C1 (stereo not given) | -2.6% | -1.6
O=[N+]([O-])c1cccc(Cl)c1NCCNc1ncc(C(F)(F)F)cc1Cl | 5.3% | -4.6
O=C(CCN1CCC(c2ccccc2)C1)c1ccccc1 (stereo not given) | -6.2% | 4.1
CNC(=O)CC12CC3CC(CC(C3)C1)C2 | 1.7% | .
Cc1ccc(C)c(N2CCN(c3nc4ccccc4c(=O)n3Cc3ccccc3)CC2)c1 | 7.0% | -8.3
FCCCOc1ccc(-c2ccnc3ncnn23)cc1 | -4.6% | 6.0
CC1CCCCC1NC(=O)c1cc2ccccc2o1 (stereo not given) | 1.4% | -10.7
CCOC(=O)c1ccc(NC(=O)COc2ccccc2CNCCO)cc1 | -1.2% | -11.8

Part of the list above, with each value named.
O=C(CCC1CCCCC1)Nc1ncn[nH]1
  GlmU inhibition: 1.6%; RmlCD inh 1536: .

COc1ccccc1NC(=O)CCN1CC(C)OC(C)C1 (stereo not given)
  GlmU inhibition: 3.1%; RmlCD inh 1536: .

(further entries)
canonical_smiles | GlmU inhibition | RmlCD inh 1536
CC(=O)/C(=C(/O)c1ccccc1)c1nc2ccccc2[nH]1 | -2.7% | 6.8
CN1CC2(C)CN(C(c3ccccc3)c3ccccc3)CC(C)(C1)C2O (stereo not given) | 2.2% | 11.4
OC12CCCCC1C(c1ccc3c(c1)OCO3)N(Cc1ccc(F)cc1)CC2 (stereo not given) | -2.2% | .
CCOC(=O)c1c(-c2ccncc2)csc1N | 5.4% | 11.9
Cc1cccc(C2Nc3ccccc3C(=O)N2c2ccc(F)cc2)n1 (stereo not given) | -1.6% | .
CCc1ccc(OCCOCC(O)CN(CCO)CCO)cc1 (stereo not given) | 6.8% | 16.5
O=C(CSc1nnc(-c2ccc(O)cc2)o1)N1CCOCC1 | 2.6% | .
COC(=O)c1nnn(CC(=O)Nc2cccc(OC)c2)c1C(=O)OC | 1.5% | 91.8
Cc1cc(C(F)(F)F)n2ncc(-c3ccc(F)cc3)c2n1 | -6.5% | -5.7
CCOC(=O)N1CCN(C(=O)C2CCN(S(=O)(=O)N(CC)CC)CC2)CC1 | 1.9% | .
CC1CCN(CCCNC(=O)C2CCC(=O)N2C2CCCC2)CC1 (stereo not given) | -0.2% | -4.9
O=C(N/N=C/c1ccccn1)c1ccc(NC(=O)c2cccc([N+](=O)[O-])c2)cc1 | 1.3% | -12.9
O=C(O)c1[nH]c2ccc(Cl)cc2c1CC(=O)N1CCN(C(=O)c2ccco2)CC1 | -1.3% | -0.3
C=CCOc1ccc(Cl)cc1CNC1CCCC1 | 1.7% | -3.5
Cc1c(NC(=O)CSc2nnc3c4ccccc4n(CCc4ccccc4)c3n2)c(=O)n(-c2ccccc2)n1C | -1.0% | 17.4

Next part:
canonical_smiles | GlmU inhibition | RmlCD inh 1536
CC(C)CC(=O)Nc1nc2c(c(=O)[nH]1)CCCC2 | 0.3% | -9.1
CC(C)c1ccc(C2CC(=O)N3CN(C)CSC3=C2C#N)cc1 (stereo not given) | 6.1% | 48.3
Cc1cc2oc(=O)cc(CN3CCCCC3C)c2c(C)c1Cl (stereo not given) | 4.1% | -6.4
Cc1cc(NS(=O)(=O)c2ccc(NC(=S)NC(=O)c3ccccc3)cc2)no1 | 0.7% | -6.1
CC(=O)c1sc(NC(=O)c2ccccc2F)nc1-c1ccccc1 | -1.3% | -9.5
Cc1cc2c(nn1)CCc1c-2no[n+]1[O-] | 2.2% | -10.5
OC1(CC#CCN2CCCCC2)c2ccccc2-c2ccccc21 | 0.6% | 6.7
CC[n+]1c(/C=C2/C=C(C)CC(C)(C)C2)sc2ccc(OC)cc21 | -4.8% | 5.5
CCCSc1nsc(NC(=O)C(c2ccccc2)c2ccccc2)n1 | 3.5% | .
CCOC(=O)c1nnn(-c2nonc2N)c1-c1ccc(F)cc1 | 3.8% | -13.2
Cc1ccc2oc(-c3cccc(N)c3)nc2c1 | -4.7% | 13.2
CC(C)C(=O)Nc1ccc2c3c(cccc13)CC2 | 5.0% | -6.1
COc1ccccc1OCc1nnc(SCC(=O)Nc2ccc(C)cc2)n1C | 3.6% | -45.5
CCOC(=O)CSC1=NC(=O)/C(=C/c2ccc(OC)cc2)S1 | -1.9% | .
CCn1c2ccccc2c2cc(NC(=O)CSc3nnc(-c4ccccc4OC)n3N)ccc21 | -0.2% | .

Complete entries as entered above. Order of values: GlmU inhibition | RmlCD inh 1536
Shown for Cc1cc(NS(=O)(=O)c2ccc(NC(=S)NC(=O)c3ccccc3)cc2)no1 = 0.7% | -6.1
Shown for CC(C)c1ccc(C2CC(=O)N3CN(C)CSC3=C2C#N)cc1 (stereo not given) = 6.1% | 48.3
Shown for COc1ccccc1OCc1nnc(SCC(=O)Nc2ccc(C)cc2)n1C = 3.6% | -45.5

More entries follow:
canonical_smiles | GlmU inhibition | RmlCD inh 1536
CCc1ccc(-c2nc(CN3CCC(C(=O)NCc4ccco4)CC3)c(C)o2)cc1 | -6.5% | -2.5
O=C(Nc1cccc(S(=O)(=O)C(F)F)c1)c1ccc(Cl)c(S(=O)(=O)N2CCOCC2)c1 | -3.4% | 11.7
COc1ccc(Cc2c(Cl)ncnc2Cl)cc1 | 1.0% | -4.2
CCOC(=O)c1nnc(-c2ccccc2)nc1NCc1ccccc1 | -2.5% | -1.8
CCCCN(Cc1cc2cc(OC)ccc2[nH]c1=O)C(=O)COc1ccccc1 | -2.2% | .
Cc1ccc(CC(=O)Nc2ccccc2N2CCOCC2)cc1C | -1.9% | .
CC(CN1CCCC1)C(=O)NN (stereo not given) | -2.1% | -3.0
CN1C(=O)C(=Cc2ccccc2OCc2ccc(Cl)cc2)C(=O)N(C)C1=O | -2.2% | -9.4
COc1ccc(-c2oc(NC(=O)CSc3ncn[nH]3)c(C#N)c2-c2ccc(OC)cc2)cc1 | 6.0% | -2.0
COc1cccc(/C=N/NC(=O)CCc2c(C)n[nH]c2C)c1 | 2.4% | .
Cc1ccc(NC(=O)c2ccc([N+](=O)[O-])cc2)cc1S(=O)(=O)N(C)C | -2.9% | .
